Assay outcomes as filed in PubChem.
MMP13 inh: human MMP13 inhibitors, primary screen, biochemical, FRET peptide cleavage | inhibition, % at 4 µM | MMP-13 fTHP FRET cleavage, Mca fluorescence | actives 0.07% (n = 65,000) | AID 570, 2006;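 active means inhibition above the mean of compound-free control plate wells plus 3 SD, cut at about 14% in these data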;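 further: 0% = DMSO wells and 100% = wells with reference MMP-13 inhibitor after basal subtraction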
SF-1 act: activators of human SF-1, primary screen, cell-based, CHO-K1, Gal4-SF-1 LBD, luciferase luminescence | CHO-K1 Gal4-SF-1 LBD luciferase reporter; % increase over DMSO SF-1-specific signal | AID 522, 2006 | Steroidogenic factor 1 (Homo sapiens), Q13285 | activation, % at 10 µM | actives 1.9% (n = 65,000);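 active means activation above the mean activation of all tested compounds plus 3 SD, cut at about 50% in these data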
Target sequence (Q13285 whole entry, looked up, the tested form may be a part): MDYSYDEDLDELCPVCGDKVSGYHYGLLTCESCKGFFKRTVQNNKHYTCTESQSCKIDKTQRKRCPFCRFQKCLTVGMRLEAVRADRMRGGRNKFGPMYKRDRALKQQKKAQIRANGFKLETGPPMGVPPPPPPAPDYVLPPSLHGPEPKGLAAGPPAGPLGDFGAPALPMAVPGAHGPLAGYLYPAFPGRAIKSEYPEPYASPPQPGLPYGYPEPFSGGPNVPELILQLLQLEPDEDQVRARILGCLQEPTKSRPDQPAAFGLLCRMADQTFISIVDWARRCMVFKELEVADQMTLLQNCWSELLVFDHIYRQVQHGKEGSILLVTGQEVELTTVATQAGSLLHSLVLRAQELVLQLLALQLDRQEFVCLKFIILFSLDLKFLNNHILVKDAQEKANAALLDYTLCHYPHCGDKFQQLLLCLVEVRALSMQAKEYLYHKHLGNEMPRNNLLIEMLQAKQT
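Material: CHO-K1 cells with Gal4–hSF-1 LBD chimera plus Gal4-driven luciferase / Input: 4,000 CHO-K1 cells per well / Incubation: compound exposure 20 h at 37 °C / Signal: luminescence read 15 min after SteadyLite luciferase reagent, after room-temperature equilibration / Read-out: percent activation versus DMSO / Benchmarks: DMSO negative control and −SF1 background wells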
RORA act: activators of orphan receptor RORA, primary screen, cell-based, luminescence; Nuclear receptor ROR-alpha (Homo sapiens), P35398; CHO-K1 Gal4-RORA LBD luciferase reporter; percent increase over mock-subtracted basal signal; activation, % at 10 µM; actives 1.5% (n = 65,000); AID 560, 2006;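 active means activation above the mean of all tested compounds plus 3 SD, cut at about 49% in these data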;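 further: 0% = DMSO-treated RORA cells and 100% = added signal equal to DMSO minus mock-transfected cells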
5HT1a antag: human 5-HT1a receptor antagonists, primary screen, cell-based, CHO, Ga15 NFAT-bla reporter; CHO 5-HT1a Ga15 NFAT-bla reporter, antagonist mode; 5-hydroxytryptamine receptor 1A (Homo sapiens), P08908; inhibition, % at 10 µM; AID 612, 2007; actives 0.68% (n = 62,000);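 active means inhibition above the mean of all tested compounds plus 3 SD, cut at about 43% in these data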;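 further: receptor stimulated by 5-CT agonist at 100 nM near EC80; beta-lactamase reporter measured by ratiometric fluorescence of a cleavable substrate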
Target sequence (P08908 whole entry, looked up): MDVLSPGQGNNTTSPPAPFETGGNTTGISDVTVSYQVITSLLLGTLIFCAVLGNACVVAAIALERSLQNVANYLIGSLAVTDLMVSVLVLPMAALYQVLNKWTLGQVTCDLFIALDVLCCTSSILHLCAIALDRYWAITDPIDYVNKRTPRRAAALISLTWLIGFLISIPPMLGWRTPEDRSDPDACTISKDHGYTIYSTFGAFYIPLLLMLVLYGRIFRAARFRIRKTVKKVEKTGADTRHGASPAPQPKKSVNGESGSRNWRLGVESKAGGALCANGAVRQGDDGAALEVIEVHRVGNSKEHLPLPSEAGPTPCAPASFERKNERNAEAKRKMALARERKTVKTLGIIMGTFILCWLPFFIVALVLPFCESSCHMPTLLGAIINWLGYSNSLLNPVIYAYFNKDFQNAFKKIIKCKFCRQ
TNAP act DEA: human TNAP enzyme activators, primary screen, biochemical, luminescent, intermediate phosphate acceptor level; activation factor at 20 µM; 64,000 tested, under 10 active; purified TNAP, CDP-star luminescence, 100 mM DEA, 30 min; stronger effect = higher value; scale: 0 levamisole-inhibited, 1 vehicle-only enzyme; Alkaline phosphatase, tissue-nonspecific isozyme (Homo sapiens), P05186;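 active means activation factor of at least 2 at 20 µM, relative to controls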
HTR1A agonist: human 5-HT1a receptor agonists, primary screen, cell-based, CHO, Ga15 NFAT-bla reporter; 5-hydroxytryptamine receptor 1A (Homo sapiens), P08908; AID 567, 2006; CHO 5-HT1a Ga15 NFAT-bla reporter, FRET ratio; 0% basal, 100% maximal reference agonist; activation, % at 10 µM; actives 0.56% (n = 65,000);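 active means activation above the screen-wide mean activation plus 3 SD, cut at about 19% in these data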;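 further: 0% = DMSO wells and 100% = 5-CT at EC100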
Autofluor 339: intrinsic fluorescence of library compounds, ex339/em460 – biochemical, MLSMR library, data from DPM-DC assay, artefact control, profiling panel. fluorescence fold increase at 10 µM. compound autofluorescence, ex339/em460 nm, NADH buffer; stronger effect = higher value; 1 = no-compound wells, NADH background. actives 5.5% (n = 65,000);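 active means at 10 µM, mean starting fluorescence two-fold or more over control wells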;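 further: signal is the first read of a kinetic run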
NADH coupling: inhibitors of PK/LDH coupling enzymes, profiling panel, artefact control, biochemical, MLSMR library; coupled PK/LDH NADH assays, four targets; IC50, µM (highest dose often 10 µM), for the others: at the highest dose inhibition; actives 0.02% (n = 65,000);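 active means single-dose screening hits from any of four coupled enzyme assays that gave an IC50 when retested across doses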;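 further: the DPM-DC format reads NADH fluorescence rather than 340 nm absorbance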
A340 absorber: compound light absorbance at 340 nm, profiling panel, artefact control, biochemical, MLSMR library, data from PS, PMK, MK assays; 65,000 tested, under 10 active; fold change at 10 µM; compound absorbance at 340 nm, fold over control; AID 708, 2007;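 active means at 10 µM dose, initial 340 nm absorbance at least 2 fold that of control wells; inactive means change under 2 fold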;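 further: initial absorbance extrapolated from kinetic A340 decline of NADH oxidation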
The depositor's hits bear a star; [ ] = remark or other dose.

Screening COC(=O)c1ccccc1NC(=O)c1ccccc1NS(C)(=O)=O returned MMP13 inh 3, SF-1 act -17, RORA act -9, 5HT1a antag 10, TNAP act DEA 0.9, HTR1A agonist -0.5, Autofluor 339 1.1, NADH coupling 15% and A340 absorber 1.1.
COc1ccc(N(CC(=O)NCc2cccs2)S(=O)(=O)c2c(C)nn(C)c2C)cc1 was read as MMP13 inh -10, SF-1 act 10, RORA act 3, 5HT1a antag -15, TNAP act DEA 0.9, HTR1A agonist -1.9, Autofluor 339 1.1, NADH coupling 7% and A340 absorber 1.1.
Screening CCOc1ccccc1NC(=O)COc1cccc(-n2cnnn2)c1 returned MMP13 inh 0, SF-1 act -15, RORA act -8, 5HT1a antag -9, TNAP act DEA 0.9, HTR1A agonist -1.6, Autofluor 339 1.1, NADH coupling 7% and A340 absorber 1.
For CCOC(=O)c1sc(C)c2c(=O)n(CC)nnc12 the results were MMP13 inh -2, SF-1 act 6, RORA act -26, 5HT1a antag -7, TNAP act DEA 0.9, HTR1A agonist 1.9, Autofluor 339 1, NADH coupling 3% and A340 absorber 1.
Screening COc1ccc(OC)c(-n2nnnc2SCC(=O)Nc2nc(C)c(C)s2)c1 returned MMP13 inh 5, SF-1 act -15, RORA act 0, 5HT1a antag -7, TNAP act DEA 1, HTR1A agonist -1.1, Autofluor 339 1.1, NADH coupling 9% and A340 absorber 0.99.
Screening CCOCCCNC(=O)C(NC(=O)C1CCC(=O)N1)c1ccc(C)cc1 (configuration not stated) returned MMP13 inh 7, SF-1 act 6, RORA act 0, 5HT1a antag -4, TNAP act DEA 1, HTR1A agonist 0.3, Autofluor 339 1.1, NADH coupling 4% and A340 absorber 1.
Screening Cc1ccc(NC(=O)CC2NCCNC2=O)cc1 (configuration not stated) returned MMP13 inh -1, SF-1 act 9, RORA act -4, 5HT1a antag 6, TNAP act DEA 0.9, HTR1A agonist -1.3, Autofluor 339 1.1, NADH coupling 4% and A340 absorber 1.
Screening O=C(CCNS(=O)(=O)c1cccs1)Nc1nccs1 returned MMP13 inh -2, SF-1 act -1, RORA act -9, 5HT1a antag -2, TNAP act DEA 1.1, HTR1A agonist -2.6, Autofluor 339 1.1, NADH coupling 3% and A340 absorber 1.
Screening Cc1cccc(N(CC(=O)NC2CCCCC2)C(=O)CCC(=O)Nc2ccccn2)c1 returned MMP13 inh 3, SF-1 act 24, RORA act -15, 5HT1a antag -2, TNAP act DEA 1, HTR1A agonist -0.1, Autofluor 339 1.1, NADH coupling 7% and A340 absorber 0.99.
`COc1cccc(S(=O)(=O)NCc2ccc(C(=O)NCC3CCCO3)cc2)c1` (configuration not stated) gave MMP13 inh 4, SF-1 act 6, RORA act 3, 5HT1a antag -5, TNAP act DEA 0.9, HTR1A agonist 0.5, Autofluor 339 1.1, NADH coupling 3% and A340 absorber 1.

Part of the list above in order of length of the SMILES, high to low.
COc1ccc(N(CC(=O)NCc2cccs2)S(=O)(=O)c2c(C)nn(C)c2C)cc1 was read as MMP13 inh -10, SF-1 act 10, RORA act 3, 5HT1a antag -15, TNAP act DEA 0.9, HTR1A agonist -1.9, Autofluor 339 1.1, NADH coupling 7% and A340 absorber 1.1.
Screening Cc1cccc(N(CC(=O)NC2CCCCC2)C(=O)CCC(=O)Nc2ccccn2)c1 returned MMP13 inh 3, SF-1 act 24, RORA act -15, 5HT1a antag -2, TNAP act DEA 1, HTR1A agonist -0.1, Autofluor 339 1.1, NADH coupling 7% and A340 absorber 0.99.
Screening COC(=O)c1ccccc1NC(=O)c1ccccc1NS(C)(=O)=O returned MMP13 inh 3, SF-1 act -17, RORA act -9, 5HT1a antag 10, TNAP act DEA 0.9, HTR1A agonist -0.5, Autofluor 339 1.1, NADH coupling 15% and A340 absorber 1.1.

Other entries
`Nc1nc(SCC(=O)NCc2ccco2)[nH]c(=O)c1-c1ccccc1` gave MMP13 inh 4, SF-1 act -17, RORA act 0, 5HT1a antag -4, TNAP act DEA 0.8, HTR1A agonist 0.2, Autofluor 339 1.1, NADH coupling 4% and A340 absorber 1.
For CC1(C)Cc2ccccc2-c2nnc(SCc3ccc(C#N)cc3)n21 the results were MMP13 inh -6, SF-1 act -11, RORA act 38, 5HT1a antag 4, TNAP act DEA 0.9, HTR1A agonist 0.9, Autofluor 339 1, NADH coupling 8% and A340 absorber 0.97.
`CC(=O)N(CCC1(C(C)C)CCOC(C)(C)C1)Cc1ccco1` (configuration not stated) gave MMP13 inh -2, SF-1 act -3, RORA act -19, 5HT1a antag -10, TNAP act DEA 0.9 and HTR1A agonist 0.5.
`COc1ccccc1-c1nc(C#N)c(N2CCC(Cc3ccccc3)CC2)o1` gave MMP13 inh -152[fluorescence artefact?], SF-1 act 10, RORA act 11, 5HT1a antag -1, TNAP act DEA 0.9, HTR1A agonist 1.7, Autofluor 339 3.9*, NADH coupling 12%[fluoresces] and A340 absorber 1.
`O=C(c1ccc(Cl)c(F)c1F)N1CCCC1` gave MMP13 inh 1, SF-1 act -15, RORA act 7, 5HT1a antag -4, TNAP act DEA 0.8, HTR1A agonist -7.2, Autofluor 339 1.1, NADH coupling 1% and A340 absorber 1.1.
Screening COc1ccccc1CNC(=O)CCCN1C(=O)COc2ccc(C)cc21 returned MMP13 inh 0, SF-1 act -1, RORA act -15, 5HT1a antag 0, TNAP act DEA 0.9, HTR1A agonist -2.2, Autofluor 339 1, NADH coupling 5% and A340 absorber 1.
O=C(CSc1nc2ccsc2c(=O)n1NC(=O)c1ccccc1)Nc1nccs1 was read as MMP13 inh 1, SF-1 act 28, RORA act 46, 5HT1a antag -4, TNAP act DEA 1.2, HTR1A agonist -0.6, Autofluor 339 1.1, NADH coupling 10% and A340 absorber 0.99.
`CC(=O)c1cc2c(cc1NC(=O)CSc1nc3ccccc3o1)OCO2` gave MMP13 inh -2, SF-1 act 5, RORA act 2, 5HT1a antag -1, TNAP act DEA 0.9, HTR1A agonist -1.9, Autofluor 339 2.4*, NADH coupling 15% and A340 absorber 1.
Screening CCOc1cccc(NC(=O)c2ccc(S(=O)(=O)N3CCCC3)cc2)c1 returned MMP13 inh 0, SF-1 act 12, RORA act -6, 5HT1a antag -1, TNAP act DEA 1, HTR1A agonist -0.3, Autofluor 339 1.1, NADH coupling 2% and A340 absorber 1.
For O=C(NCC1CCCO1)C1CCN(S(=O)(=O)N2CCCC2)CC1 (configuration not stated) the results were MMP13 inh 2, SF-1 act -2, RORA act -21, 5HT1a antag -3, TNAP act DEA 1, HTR1A agonist 0.0, Autofluor 339 1, NADH coupling 7% and A340 absorber 1.
Screening Cc1nonc1NC(=O)CSc1nnc(-c2ccoc2C)n1CC(C)C returned MMP13 inh 6, SF-1 act 1, RORA act -7, 5HT1a antag 8, TNAP act DEA 0.9, HTR1A agonist 1.4, Autofluor 339 1.1, NADH coupling 5% and A340 absorber 1.
COc1ccc(NC(=O)CSc2nncs2)cc1OC was read as MMP13 inh 3, SF-1 act 8, RORA act -2, 5HT1a antag 5, TNAP act DEA 0.9, HTR1A agonist -0.8, Autofluor 339 1, NADH coupling 9% and A340 absorber 0.99.
For O=C(Cn1c(=O)oc2cc(S(=O)(=O)N3CCCC3)ccc21)N1CCN(c2ccccn2)CC1 the results were MMP13 inh -8, SF-1 act -5, RORA act 29, 5HT1a antag 4, TNAP act DEA 0.9, HTR1A agonist -1.3, Autofluor 339 1.1, NADH coupling 10% and A340 absorber 1.
Screening Cc1nc2cccc(C(=O)NCc3ccccc3)c2o1 returned MMP13 inh -15, SF-1 act -4, RORA act -15, 5HT1a antag 11, TNAP act DEA 1, HTR1A agonist -3.4, Autofluor 339 1.2, NADH coupling 5% and A340 absorber 1.
For Cc1nnc(NC(=O)C2CCN(c3nnnn3-c3ccccc3)CC2)s1 the results were MMP13 inh 6, SF-1 act 6, RORA act -19, 5HT1a antag -1, TNAP act DEA 1, HTR1A agonist -0.3, Autofluor 339 1.1, NADH coupling 9% and A340 absorber 0.97.
CC1Cc2ccccc2N1C(=O)CCn1c(=O)sc2ccccc21 (configuration not stated) was read as MMP13 inh 0, SF-1 act 24, RORA act 0, 5HT1a antag -17, TNAP act DEA 0.9, HTR1A agonist -1.3, Autofluor 339 1, NADH coupling 3% and A340 absorber 1.
For O=C(Cc1cccs1)Nc1nc2ccccc2s1 the results were MMP13 inh 1, SF-1 act 39, RORA act 58*, 5HT1a antag 18, TNAP act DEA 1.1, HTR1A agonist 64*, Autofluor 339 1.1, NADH coupling 5% and A340 absorber 1.
`O=C(Cn1c(-c2ccc(Cl)cc2)noc1=O)N1CCN(c2ccccc2F)CC1` gave MMP13 inh -4, SF-1 act -12, RORA act -21, 5HT1a antag -6, TNAP act DEA 1, HTR1A agonist -0.2, Autofluor 339 1.1, NADH coupling 4% and A340 absorber 1.
CN(Cc1ccccc1)C(=O)N[C@@H](Cc1ccccc1)C(=O)O was read as MMP13 inh 2, SF-1 act -1, RORA act -22, 5HT1a antag 1, TNAP act DEA 1, HTR1A agonist -2.5, Autofluor 339 1.1, NADH coupling 8% and A340 absorber 0.98.
CCOC(=O)c1cccc(NC(=O)CS(=O)(=O)Cc2nc(-c3cccc(OC)c3)oc2C)c1 was read as MMP13 inh -1, SF-1 act -4, RORA act 15, 5HT1a antag -9, TNAP act DEA 0.8, HTR1A agonist -2.3, Autofluor 339 0.99, NADH coupling 2% and A340 absorber 0.98.
Screening CCCc1nnc(NC(=O)NCCN2C(=O)C3C4C=CC(C4)C3C2=O)s1 (configuration not stated) returned MMP13 inh 4, SF-1 act -6, RORA act -2, 5HT1a antag -4, TNAP act DEA 0.9, HTR1A agonist -3.0, Autofluor 339 1.1, NADH coupling 2% and A340 absorber 1.
Screening Cc1ccc(-c2nnc(SCC(=O)Nc3ccccc3N3CCOCC3)o2)cc1 returned MMP13 inh 3, SF-1 act -8, RORA act 3, 5HT1a antag -4, TNAP act DEA 0.9, HTR1A agonist -0.5, Autofluor 339 1.1, NADH coupling 1% and A340 absorber 1.1.
Screening CCOC(=O)CN(C(=O)CSc1nnc(CNc2ccc(C)cc2C)n1CC)c1ccccc1 returned MMP13 inh -3, SF-1 act -6, RORA act -10, 5HT1a antag 9, TNAP act DEA 0.9, HTR1A agonist 0.4, Autofluor 339 1.1, NADH coupling 6% and A340 absorber 1.
Screening Cn1cnnc1SCCC(=O)Nc1ccccc1 returned MMP13 inh 4, SF-1 act 0, RORA act 6, 5HT1a antag -6, TNAP act DEA 1, HTR1A agonist -3.5, Autofluor 339 1.1, NADH coupling 6% and A340 absorber 1.
For C[C@]12CC[C@@H]3c4ccc(OS(=O)(=O)O)cc4CC[C@H]3[C@@H]1CCC2=O the results were MMP13 inh -6, SF-1 act -18, RORA act 2, TNAP act DEA 0.9, HTR1A agonist -3.1, Autofluor 339 1.1, NADH coupling 8% and A340 absorber 1.

Hits appear at their usual frequency (roughly 8.9% active in at least one column).
